Compound activity (PubChem BioAssay)
Mdm2-MdmX inh: disrupts the human Mdm2-MdmX interaction. O15151+Q00987. AID 485346. inhibition, % at 8 µM. 3% of 330,000 active. SaOS-2 split-luciferase Mdm2/MdmX complementation, luminescence;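 active = inhibition of at least 50% at 8 µM in the primary screen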
tim10-1 inh: tim10-1 yeast growth inhibition; S. cerevisiae tim10-1 ts strain growth, BacTiter-Glo, 24 h; inhibition, % at 20 µM; 2.2% of 330,000 active;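 active = inhibition of at least 40%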;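 note: mutant grown at 25 °C; 0% = DMSO wells with yeast and 100% = wells holding no yeast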
XBP1 UPR activ: activators of adaptive arm of unfolded protein response (XBP1); CHO-XBP1 luciferase reporter, IRE1-XBP1 UPR activation, luminescence; percent of tunicamycin response, DMSO as zero; activation, % at 20 µM; 0.33% of 330,000 active; AID 463104;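 active = versus positive control, 20 µM dose yields 30% or more activation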;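 note: 100% = tunicamycin at 10 µg/mL and 0% = DMSO only wells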
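Assay system: CHO-XBP1 luciferase reporter cells; Schedule: 6 h treatment, 37 °C; Detection: glow luminescence from Steady-Glo reagent; Benchmarks: high control tunicamycin 10 µg/mL final, low control DMSO vehicle only.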
UPR CHOP act: activators of apoptotic arm of unfolded protein response (CHOP); CHO-CHOP luciferase reporter, UPR activation, luminescence; percent of tunicamycin response over DMSO baseline; activation, % at 10 µM; 0.34% of 330,000 active; AID 449763;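 active = at 10 µM dose, activation of 40% or more, normalized to positive control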;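 note: 100% = tunicamycin at 10 µg/mL and 0% = DMSO alone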
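Material: CHO-CHOP cells, stable luciferase reporter of PERK-eIF2a-CHOP signalling; quantity: 500 reporter cells seeded per well; buffer or medium: F12 medium containing 10% fetal bovine serum; compound: one dose, 10 µM in 0.5% DMSO; incubation: 6 h compound treatment, 37 °C; measured by: Steady-Glo luciferase luminescence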
TIM10 inh: TIM10 yeast growth inhibition; inhibition, % at 10 µM; 1.4% of 330,000 active; S. cerevisiae TIM10 strain growth, BacTiter-Glo luminescence, 24 h; AID 463195;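 active = inhibition of 40% or more at the single tested concentration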;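 note: wild-type TIM10 isogenic control strain grown at permissive 25 °C; 0% = DMSO yeast wells and 100% = minimal medium wells without yeast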
NALP3 yeast inh: inhibitors of NALP3 inflammasome in yeast. Yeast reconstituted NLRP3/ASC/caspase-1, beta-gal luminescence, 24 h. inhibition, % at 10 µM. 0.39% of 330,000 active. AID 2825;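 active = inhibition of 50% or more; inactive = inhibition below 50%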;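 note: plate controls were induced DMSO wells for no effect and uninduced yeast grown without galactose for full effect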
APJ agonist: activates the human apelin receptor APJ | P35414 | CHO-K1 APJ PathHunter beta-arrestin, luminescence; 0% DMSO wells, 100% apelin | activation, % at 20 µM | 0.11% of 330,000 active | AID 2520;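 active = activation more than six SD over the plate average, tested at 20 µM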;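 note: 0% = DMSO alone and 100% = apelin-13 at 10 nM; some results filed as inactive read as strong as hits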
Target sequence (P35414 whole entry, looked up): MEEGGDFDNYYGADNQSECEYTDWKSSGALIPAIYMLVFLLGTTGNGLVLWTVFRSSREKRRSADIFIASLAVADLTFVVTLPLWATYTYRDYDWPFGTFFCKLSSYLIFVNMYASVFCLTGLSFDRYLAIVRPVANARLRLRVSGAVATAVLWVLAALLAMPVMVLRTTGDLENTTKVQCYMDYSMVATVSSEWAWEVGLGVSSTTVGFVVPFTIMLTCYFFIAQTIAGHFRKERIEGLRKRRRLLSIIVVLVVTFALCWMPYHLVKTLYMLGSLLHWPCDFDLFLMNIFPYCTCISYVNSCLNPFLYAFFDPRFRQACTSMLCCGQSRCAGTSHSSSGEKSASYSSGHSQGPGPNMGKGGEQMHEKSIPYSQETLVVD
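Material: CHO-K1 APJ beta-arrestin complementation cell line; Input: cell density 1000 per well; Incubation: compound stimulation 90 min at 25 °C, detection 60 min; Signal: luminescence from split beta-galactosidase complementation, Galacton Star/Emerald II substrate; Controls: DMSO-only wells as negative, 10 nM Apelin-13 as positive control.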
tim23-1 inh: tim23-1 yeast growth inhibition. 1.3% of 330,000 active. AID 463212. S. cerevisiae tim23-1 growth, BacTiter-Glo luminescence, 24 h. inhibition, % at 20 µM;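 active = growth inhibition of the mutant yeast at or above 50%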;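 note: temperature-sensitive mutant grown at 25 °C; plate controls were DMSO-treated mutant yeast for no effect and medium wells lacking yeast for full effect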
GRIN3A LBD mod: modulators (binders) of human NR3A ligand-binding domain; NR3A LBD differential scanning fluorimetry, Tm shift; 0% = protein alone, 100% = glycine-bound protein; Tm shift relative to glycine control, % at 25 µM; 2.5% of 340,000 active; AID 1259313;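 active = melting temperature shift of at least 10% of the positive control shift, at one fixed dose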
An asterisk follows results filed as active; . = no result given.

molecule	tim10-1 inh	Mdm2-MdmX inh	tim23-1 inh	TIM10 inh	APJ agonist	UPR CHOP act	NALP3 yeast inh	XBP1 UPR activ	GRIN3A LBD mod
CCOc1ccc(-c2ccc(SCC(=O)Nc3nnc(CC)s3)nn2)cc1	9.1	-62.1	-3.6	3.4	-0.4	-0.8	2.3	1.0	-0.8
COc1ccc(Cc2nnc(NS(=O)(=O)c3ccc(Cl)cc3)s2)cc1OC	16.5	-1.3	10.6	14.9	-1.7	-1.2	-1.2	0.2	-16.1
COc1ccc(C(=O)C2CCN(CC(=O)Nc3ccccc3F)CC2)cc1	10.3	10.0	12.2	-24.5	-1.2	-1.0	20.0	-2.9	0.8
Cc1cc(NC(=O)C(C)C)ncc1NC(=O)CCc1ccccc1	10.9	-26.5	-4.9	11.4	-2.3	-0.4	1.1	-1.9	1.4
C=CCC1(C#N)C(SC)=NC2=C(C(=O)CC(C)(C)C2)C1c1ccc(Br)cc1 (stereo unspecified)	39.4	46.3	55.0*	44.2*	-3.0	1.1	13.7	-0.1	0.2
COc1ccc(C(N)=S)c(OC)c1	9.2	9.4	15.8	9.0	-2.5	-3.1	12.9	-2.1	0.0
Oc1cccc2ccc[n+](CC(O)Cn3c4ccccc4c4ccccc43)c12 (stereo unspecified)	28.4	33.7	11.5	32.4	0.1	0.7	12.7	0.9	-1.5
O=C(OCC(=O)N1CCCC1)c1cccc(Br)c1	8.6	-16.5	4.9	-17.4	-3.0	2.6	2.1	3.2	0.8
CCOc1ncccc1C(=O)NCCc1c[nH]c2ccccc12	-5.6	22.7	11.0	17.4	-2.3	-1.4	7.2	17.4	0.5
O=C(c1cccc(OC2CCN(Cc3cccc(OCCO)c3)CC2)c1)N1CCCC1	-6.8	6.2	14.2	17.4	5.9	0.5	19.5	-1.1	0.8
CCCCCC(=O)Nc1cc(S(=O)(=O)N2CCCCC2)ccc1N1CCOCC1	16.4	7.2	4.0	1.8	-1.6	0.2	1.7	-3.4	-0.8
COc1ccc(C2/C(=C(/O)c3ccc(C)cc3)C(=O)C(=O)N2C)c(OC)c1 (stereo unspecified)	-3.7	11.5	-2.8	-12.2	-1.8	-0.5	14.7	0.1	-1.7
Cn1c(=O)c2c(nc(NCc3ccco3)n2C)n(C)c1=O	-15.6	20.1	2.4	-7.7	-0.2	1.6	1.3	-1.6	4.8
CCN(CC)S(=O)(=O)c1ccc(C(=O)Nc2ccc(Cc3ccncc3)cc2)cc1	18.6	20.1	21.0	12.5	0.1	0.6	8.7	-3.9	-11.4
COc1ccccc1Nc1nc(NCc2ccco2)c2ccccc2n1	18.1	22.7	20.2	26.8	-2.9	3.2	27.1	1.3	0.5
CCOc1ccc(C(C)=O)cc1COC(=O)CNC(=O)C12CC3CC(CC(C3)C1)C2	26.1	56.8*	50.3*	22.5	-7.1	-0.9	22.8	-2.9	0.6
COc1cc(Cl)c(C)cc1Nc1ncccn1	-8.9	27.8	5.1	-9.2	-1.9	2.1	20.8	1.0	0.3
O=C(NCCCN1CCOCC1)c1ccc(Cl)cc1[N+](=O)[O-]	-5.7	-8.7	-1.2	1.2	-1.0	-2.2	18.5	-1.9	-0.8
CCOC(=O)c1c(CN2CCN(C)CC2)n(-c2ccccc2)c2cc(Br)c(O)cc12	8.0	60.8*	13.4	13.7	-4.9	1.0	7.8	4.3	0.5
CC(NC(=O)c1cnc2n(c1=O)CCS2)c1ccccc1 (stereo unspecified)	9.0	-3.8	11.7	1.1	1.3	-1.5	-5.1	-3.4	-1.3

Profiles from above. Values in the order: tim10-1 inh | Mdm2-MdmX inh | tim23-1 inh | TIM10 inh | APJ agonist | UPR CHOP act | NALP3 yeast inh | XBP1 UPR activ | GRIN3A LBD mod
Cn1c(=O)c2c(nc(NCc3ccco3)n2C)n(C)c1=O reads -15.6 | 20.1 | 2.4 | -7.7 | -0.2 | 1.6 | 1.3 | -1.6 | 4.8
CC(NC(=O)c1cnc2n(c1=O)CCS2)c1ccccc1 (stereo unspecified) reads 9.0 | -3.8 | 11.7 | 1.1 | 1.3 | -1.5 | -5.1 | -3.4 | -1.3

The results go on:
molecule	tim10-1 inh	Mdm2-MdmX inh	tim23-1 inh	TIM10 inh	APJ agonist	UPR CHOP act	NALP3 yeast inh	XBP1 UPR activ	GRIN3A LBD mod
CCN(CC)C(=O)c1nn(-c2ccccc2)c2c1C1CCC2(C)C1(C)C (stereo unspecified)	20.8	27.5	46.4	39.5	-2.8	1.1	2.2	-4.7	0.4
CCOC(=O)c1sc2nc(CSc3ccccc3Cl)[nH]c(=O)c2c1C	29.5	52.3*	7.8	8.8	-2.9	-0.9	3.8	1.5	-0.3
CCOC(=O)Cn1c(O)c(N=NC(=O)CNC(=O)Cc2ccccc2)c2ccccc21	-11.5	8.2	6.2	1.3	1.1	2.2	10.9	-2.9	-3.0
Cc1cccc(NC(=O)CNC(=O)C(NC(=O)Cc2ccccc2)C(C)C)c1C (stereo unspecified)	9.1	23.6	5.4	-3.6	-3.9	-0.6	10.4	-3.3	-2.9
CCn1cc(C(=O)Nc2cc(C)ccc2C)c(=O)c2ccc(C)nc21	6.5	0.8	11.5	1.3	-2.9	-0.6	9.9	-2.3	.
COc1cccc(C=Nc2ccccc2C(=O)Nc2ccccc2)c1O	4.5	-27.3	16.5	-3.4	-1.2	4.5	17.8	-1.7	-2.0
CCOc1ccc(CN2CCC(=O)NC2=O)cc1	1.1	5.5	-7.7	-3.6	-0.7	0.4	9.9	-0.2	0.9
CCOC(=O)C1(CCc2ccccc2)CCN(Cc2cc(OC)c(OC)cc2OC)CC1	16.4	9.0	15.9	16.0	-3.7	2.2	12.2	-7.2	-1.4
CCOC(=O)CCNC(=O)N1CCCC(C(=O)c2cc(C)c(OC)c(C)c2)C1 (stereo unspecified)	5.2	-0.7	18.1	-2.8	-2.3	0.6	11.0	-2.4	-0.2
COc1ccc(NC(=O)CSc2nnc(Cc3cccn3C)n2CCc2ccccc2)cc1OC	25.2	4.3	12.4	-13.4	-1.2	0.2	-5.4	-3.3	1.1

Structures from the list above containing an aryl thioether with sulfur outside any ring (3):
molecule	tim10-1 inh	Mdm2-MdmX inh	tim23-1 inh	TIM10 inh	APJ agonist	UPR CHOP act	NALP3 yeast inh	XBP1 UPR activ	GRIN3A LBD mod
CCOc1ccc(-c2ccc(SCC(=O)Nc3nnc(CC)s3)nn2)cc1	9.1	-62.1	-3.6	3.4	-0.4	-0.8	2.3	1.0	-0.8
CCOC(=O)c1sc2nc(CSc3ccccc3Cl)[nH]c(=O)c2c1C	29.5	52.3*	7.8	8.8	-2.9	-0.9	3.8	1.5	-0.3
COc1ccc(NC(=O)CSc2nnc(Cc3cccn3C)n2CCc2ccccc2)cc1OC	25.2	4.3	12.4	-13.4	-1.2	0.2	-5.4	-3.3	1.1

Going on with the list.
molecule	tim10-1 inh	Mdm2-MdmX inh	tim23-1 inh	TIM10 inh	APJ agonist	UPR CHOP act	NALP3 yeast inh	XBP1 UPR activ	GRIN3A LBD mod
O=Cc1c[nH]c2ccc(OCc3ccccc3)cc12	2.8	11.0	13.3	16.3	-0.4	2.0	-4.2	0.8	-40.1
Cc1c(-c2ccncc2)oc2ccc(Br)cc2c1=O	22.1	-20.7	32.4	3.2	-0.9	1.9	11.2	5.3	.
COc1cccc(C(NC(=O)c2ccccc2F)NC(=O)c2ccccc2F)c1	12.5	17.0	-2.7	7.0	-3.6	6.6	6.1	-0.2	-1.4
C=CCNC(=S)N/N=C/c1ccc(C)cc1C	32.4	-15.2	37.8	31.1	-1.8	1.9	12.7	1.1	1.5
COC(=O)N/N=C\c1cccc(OC(=O)c2cccs2)c1	-6.0	8.9	18.0	-6.6	-1.7	0.9	4.6	-0.5	0.9
CCOc1ccc(-n2nc(C(=O)N3CCN(CC)CC3)c3ccccc3c2=O)cc1	3.7	-10.8	28.0	-5.8	6.0	-0.6	14.1	-2.8	-2.0
COc1ccc(N2C(=O)/C(=C\c3ccco3)N=C2SCC(=O)N(C(C)C)C(C)C)cc1Cl	30.7	8.9	29.8	40.8*	0.5	1.4	13.0	-0.1	0.8
COc1ccc(CCNC(=O)c2cc3c(=O)n4ccccc4nc3n(Cc3ccco3)c2=N)cc1OC	-4.6	62.4*	21.4	12.2	-4.1	6.9	17.0	43.4*	-1.3
COc1cc(C)c(NC(=S)Nc2cccc(Cl)c2)cc1OC	16.2	3.9	11.6	8.9	-2.8	-0.9	6.1	-2.8	-0.4
CCOC(=O)c1sc(S(C)=O)c2c1CCc1conc1-2 (stereo unspecified)	18.4	2.9	12.6	3.6	2.9	-0.9	-0.4	-2.6	0.2
O=C1CSC(c2ccccc2)N1CCc1ccccc1 (stereo unspecified)	-6.3	-12.5	26.7	-0.6	-2.4	1.5	2.7	-2.4	-1.3
Cc1c(Cl)cccc1NC(=O)[C@@]1(CC(=O)O)CC(/C=C/c2ccccc2)=NO1	-7.7	-24.7	19.9	10.9	-4.0	0.3	-12.3	-1.4	4.1
Cc1cc2nnc(SCC(=O)N3CCCCCC3)n2c(N)n1	8.4	-0.3	0.3	3.4	-2.6	-1.7	-1.5	-2.7	2.5
CC(CC(=O)NCCc1ccc(F)cc1)c1ccccc1 (stereo unspecified)	14.8	8.1	-0.5	2.8	-3.8	2.6	25.1	-2.5	-2.9
CCc1ccc(NC(=O)Cn2nc(C(=O)O)c3ccccc3c2=O)cc1	3.1	5.0	0.9	-13.4	0.4	-0.1	16.3	-3.3	2.6
Cn1c(=O)c2c(nc(NNC(=O)C(F)(F)F)n2C)n(C)c1=O	-5.1	3.8	-1.7	-10.4	-1.4	-0.2	2.1	0.2	0.9
CCCCCc1ccc(-c2cn(Cc3cccc(OC)c3)nn2)cc1	7.6	2.9	11.8	0.5	7.6	1.5	11.8	0.6	-11.7
COc1ccc(CCNc2ccc(C(CC(N)=O)NC(=O)c3cc(C)cc(C)c3)cc2[N+](=O)[O-])cc1 (stereo unspecified)	-13.3	-15.7	-8.4	-16.0	-9.5	-1.1	20.9	-2.6	-9.9
O=P(O)(CCc1ccccn1)CN1CCCCC1	-5.9	-13.5	1.6	9.1	-7.7	-0.7	-1.0	2.6	-0.6
CCOC(=O)c1[nH]c(C)c(C(=O)Nc2cccc(Cl)c2C)c1C	7.4	32.8	5.8	18.2	-1.9	2.7	15.7	6.5	-0.8
O=C1COC(c2ccccc2)C2CCCCN12 (stereo unspecified)	7.7	2.1	-21.4	3.0	0.3	1.3	18.1	-2.1	16.4*
COc1ccc(CNC(=O)CCc2c(C)nc3ncnn3c2C)cc1	-1.9	-20.0	10.2	8.3	5.1	1.4	0.9	2.9	-2.1
CCC(=O)N/C(=N/c1nc(C)cc(C)n1)Nc1ccc(C)cc1	25.4	-19.2	49.1	23.7	-6.1	1.8	13.7	-0.1	1.7
COc1ccc(NC(=S)NC(=O)Cc2ccccc2)cc1	16.8	0.4	39.4	21.7	-4.2	3.5	23.3	0.5	-0.9
O=C(COc1ccc(Br)cc1CNCCc1ccccc1)NCc1ccccc1	15.6	55.7*	12.9	1.1	-0.1	-1.0	4.8	-0.7	-2.4
